Compound activity from PubChem BioAssay.
KDM5B inhibitor – inhibitors of human KDM5B histone demethylase; KDM5B demethylase, FDH-coupled NADH fluorescence (FDH is formaldehyde dehydrogenase); Potency, µM (series often up to 57.7 µM), without a hit: at the highest dose activity change, negative = inhibition, hits mostly inhibitors; 220,000 compounds, 2.6% hits; AID 1347165; active = well fitted inhibition curve with a large enough effect; inconclusive = small, poorly fitted or top-dose-only effect; inactive = no such curve, though single readings can be large or run the other way; note: 0% is about no effect; nearly all actives have a fitted effect of over 70% in size
Target sequence (Q9UGL1 whole entry, looked up): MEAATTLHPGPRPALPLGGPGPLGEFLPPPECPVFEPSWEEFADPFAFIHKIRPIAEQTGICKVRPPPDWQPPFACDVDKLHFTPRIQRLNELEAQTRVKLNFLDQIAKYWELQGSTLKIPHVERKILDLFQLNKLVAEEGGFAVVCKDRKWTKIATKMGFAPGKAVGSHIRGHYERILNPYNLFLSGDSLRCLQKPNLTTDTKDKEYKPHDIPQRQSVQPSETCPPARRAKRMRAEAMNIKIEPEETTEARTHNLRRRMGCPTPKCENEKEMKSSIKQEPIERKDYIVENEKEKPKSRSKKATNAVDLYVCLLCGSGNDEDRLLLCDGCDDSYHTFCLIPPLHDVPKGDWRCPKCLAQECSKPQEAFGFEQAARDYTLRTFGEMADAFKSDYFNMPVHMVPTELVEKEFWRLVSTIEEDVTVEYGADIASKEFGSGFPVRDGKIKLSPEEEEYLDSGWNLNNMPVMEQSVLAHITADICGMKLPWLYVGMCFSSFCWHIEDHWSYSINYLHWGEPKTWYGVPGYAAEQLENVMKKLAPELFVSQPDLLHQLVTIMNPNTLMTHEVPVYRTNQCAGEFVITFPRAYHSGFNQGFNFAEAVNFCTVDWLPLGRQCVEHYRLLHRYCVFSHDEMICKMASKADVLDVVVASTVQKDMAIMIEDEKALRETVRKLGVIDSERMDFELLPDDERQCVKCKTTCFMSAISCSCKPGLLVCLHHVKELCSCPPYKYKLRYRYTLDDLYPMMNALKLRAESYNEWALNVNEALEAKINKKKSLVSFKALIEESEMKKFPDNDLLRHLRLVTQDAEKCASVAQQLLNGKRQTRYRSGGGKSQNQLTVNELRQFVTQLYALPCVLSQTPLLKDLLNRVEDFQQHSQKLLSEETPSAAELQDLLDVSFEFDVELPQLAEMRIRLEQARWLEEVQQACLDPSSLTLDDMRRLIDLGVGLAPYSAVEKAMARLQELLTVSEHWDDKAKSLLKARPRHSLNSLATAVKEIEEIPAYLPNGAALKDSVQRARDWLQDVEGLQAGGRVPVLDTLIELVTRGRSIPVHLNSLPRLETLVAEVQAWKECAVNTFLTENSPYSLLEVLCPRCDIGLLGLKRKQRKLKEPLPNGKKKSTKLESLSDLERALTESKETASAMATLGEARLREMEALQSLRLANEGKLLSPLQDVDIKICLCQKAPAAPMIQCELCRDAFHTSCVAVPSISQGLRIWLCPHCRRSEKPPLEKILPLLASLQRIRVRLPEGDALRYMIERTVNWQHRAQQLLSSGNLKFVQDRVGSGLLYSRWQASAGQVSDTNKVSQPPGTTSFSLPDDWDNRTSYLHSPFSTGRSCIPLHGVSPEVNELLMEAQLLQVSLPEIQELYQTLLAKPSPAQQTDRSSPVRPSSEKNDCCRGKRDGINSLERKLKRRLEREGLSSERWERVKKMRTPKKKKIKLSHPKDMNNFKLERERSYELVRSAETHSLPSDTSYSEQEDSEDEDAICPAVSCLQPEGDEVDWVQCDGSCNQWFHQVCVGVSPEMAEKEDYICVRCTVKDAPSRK
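Compound dilutions met 200 nM (final) KDM5BΔAP for 10 min at room temperature before substrate addition. The substrate mix held 12.5 µM H3K4me3 with cofactors 25 µM α-ketoglutarate and 50 µM Fe²⁺. NADH signal gain over 30 min defined activity.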
Numbers without * were called inactive; i = inactive; ? = inconclusive; [ ] = dose if it differs, or a comment. Potency is the fitted concentration of half-maximal effect.

SMILES	KDM5B inhibitor
CCOC(=O)C1=C(C)Nc2nc(SCc3cccc(C)c3)nn2C1c1cccs1 (stereo unspecified)	-11%
CCCC(=O)N(C)CC1CCOCC1	3%
CCOc1ccccc1NC(=O)CN1C(=O)C(c2ccccc2)=NC12CCCC2	-17%
CCc1ccccc1NC(=O)CN(C)C(=O)C1CCN(c2ccc(C#N)cn2)CC1	8%
COc1ccc(CNC(=O)c2ccc(Cn3ccn4nc5c(c4c3=O)CCCC5)cc2)cc1OC	?
O=C(c1ccc(C(F)(F)F)cc1)N1CCC2(CC1)Cc1ccccc1NC2=O	-5%
COc1ccccc1NC(=O)c1ncoc1-c1ccc(OC)c(OC)c1	?
CCn1nc(C(=O)NCc2ccc(OC)cc2)c2ccccc2c1=O	-4%
COC(=O)c1c(C)cccc1NCC(=O)NC(=O)NC1CC1	-3%
O=C(COc1cc(Cl)cc(Cl)c1)N1CCNC1=O	-15%
CCOC(=O)CNC(=O)N1Cc2c(CC)nn(-c3ccccc3)c2-n2cccc2C1c1ccccc1 (stereo unspecified)	-19%
CCOc1ccc(C(=O)N2CCC3(CC2)NC(=O)N(c2ccc(F)cc2)N3)cc1	-30%

Individual results from the list:
CCn1nc(C(=O)NCc2ccc(OC)cc2)c2ccccc2c1=O in KDM5B inhibitor reads -4%
COC(=O)c1c(C)cccc1NCC(=O)NC(=O)NC1CC1 in KDM5B inhibitor reads -3%
CCOc1ccccc1NC(=O)CN1C(=O)C(c2ccccc2)=NC12CCCC2 in KDM5B inhibitor reads -17%

Next section:
SMILES	KDM5B inhibitor
CC(=O)N1CCCN(C(=O)CC(c2cccc(O)c2)c2cccc(Cl)c2)CC1 (stereo unspecified)	-30%
CC(NCc1ccc(C#N)cc1)c1ccc(F)cc1F (stereo unspecified)	25%
Cc1ccc(/C=C2/SC(=S)N(c3ccc(S(=O)(=O)Nc4nccs4)cc3)C2=O)cc1	?
O=C(c1cccnc1)N1CCC(Nc2cccnc2)C1 (stereo unspecified)	?
Cn1c(=O)oc2cc(S(=O)(=O)N3CCCC(C(=O)NCc4ccc(F)cc4)C3)ccc21 (stereo unspecified)	-16%
CC(=O)Cc1cc(O)c2ccccc2c1OC(=O)c1ccc(Br)cc1	-18%
Cc1cc(C)c2c(=O)cc(C(=O)Nc3ccccc3C)oc2c1	16%
S=C(NCCc1c[nH]c2ccccc12)Nc1ccc(Cl)cc1	-7%
Cc1cc(C)c(NC(=O)Cn2c(=O)n(Cc3ccco3)c(=O)c3ccc(C(=O)NC4CCCC4)cc32)c(C)c1	?
COc1ccc(CC(=O)N2CNC(=O)C23CCN(C(=O)CCN)CC3)cc1	-5%[115 µM]
CCOc1ccc2c(c1)SCC(=O)N2	9%
CCc1cc2c(-c3ccccc3)cc(=O)oc2c2c1OCN(Cc1ccc(C)cc1)C2	81%[activator]
COc1cccc(CN2CC[C@@H]3C(=O)NCCCCCCN(Cc4ccncc4)[C@@H]3C2)c1OC	?
O=C(CCc1c[nH]c2ccccc12)N[C@@H](Cc1c[nH]c2ccc(O)cc12)C(=O)O	-1%
CC(=O)Nc1cccc(C(C)NC(=O)Nc2cc(Cl)c(Cl)cc2Cl)c1 (stereo unspecified)	23%
Cc1ccc([N+](=O)[O-])c(OCc2ncc(Cl)n2C)c1	?
O=C(c1ccc(F)c(Cl)c1)N1CCN(c2cc(C(F)(F)F)ncn2)CC1	-12%
CCCc1nnc(SCC(=O)NC2CC2)n1CC	7%
COc1ccccc1-c1onc(C)c1C(=O)NCc1ccc(Cl)cc1	?
N#Cc1cccc(C(=O)OC(c2ccccc2)c2ccccn2)c1 (stereo unspecified)	8%
O=C(CCc1c[nH]c2ccccc12)Nc1ccc(Cl)c(Cl)c1	-1%
COc1ccc2ccc(OCc3nc(C(=O)N(C)CC4COCCO4)co3)cc2c1 (stereo unspecified)	2%
COc1cccc(S(=O)(=O)N2C[C@@H](Oc3cccnc3)C[C@H]2C(=O)NC2CC2)c1	-14%
COCCN1C(=O)CS(=O)(=O)C12CCN(C(=O)c1cccc(OC)c1C)CC2	3%
Cc1c(CC(=O)NC2CCOCC2)c2c(n1Cc1ccc(F)cc1)CCCC2=O	?
COc1ccc(C(=O)N2CC[C@H]3CC(=O)N(CCc4cnc[nH]4)CC[C@H]3C2)cc1	-19%[86.2 µM]
CCOc1ccc(NC(=O)CN2C(=O)NC(c3ccccc3OCC)C3=C2COC3=O)cc1 (stereo unspecified)	-15%
COc1cccc(-c2cc3c(=O)n(CCNC(=O)c4ccc5cc[nH]c5c4)ccn3n2)c1	35µM*
COc1ccc2ccccc2c1/C=C(/C#N)C(=O)Nc1ccccc1C(F)(F)F	7%
COc1cc(NC2c3ccccc3C(=O)N2c2cccnc2)cc(OC)c1OC (stereo unspecified)	7%
COc1ccc(NC(=O)c2cc(S(=O)(=O)N3CCCCC3)c[nH]2)cc1OC	3%
C=CCOc1ccc(NC(=O)c2ccc(OC)cc2)cc1	-7%
O=C(NC1CC(=O)N(c2cccc(F)c2)C1)c1ccc(S(=O)(=O)N2CCOCC2)cc1 (stereo unspecified)	-2%
COc1ccccc1C(=O)Nc1ccc2c(c1)CN(Cc1cnc(C)s1)CC2	-10%
COc1ccc(CN2CCNC(=O)C2CC(=O)N2CCCC2)c(C)c1C (stereo unspecified)	?
COC(=O)c1sccc1S(=O)(=O)Oc1ccc2c(C(F)(F)F)cc(=O)oc2c1	8%
CCN1CC2(CCN(C(=O)CC(N)c3ccc(OC)c(OC)c3)CC2)CC1=O (stereo unspecified)	14%
Oc1ccccc1-c1nc(/C=C/c2ccccc2Cl)no1	-6%
COC(CNC(=O)C1CC(=O)N(CCc2ccc(C)cc2)C1)OC (stereo unspecified)	30%
COCC(=O)N[C@@H]1CN(Cc2ccc(F)cc2Cl)C[C@H]1CO	-15%
CCOc1ccc(NC(=O)c2cc3c(n(-c4ccc(OC)cc4)c2=O)CC(C)(C)CC3=O)cc1	-8%
CC(C)c1nc2oc3c(NCCN(C)C)ncnc3c2c2c1COC(C)(C)C2	?
COc1ccc(/C(=N/OC(=O)c2ccc(Cl)cc2)c2nccc3cc(OC)c(OC)cc23)cc1OC	?
COc1ccc(NC(=O)c2c(NCc3ccc(OC)c(OC)c3OC)sc3c2CCC3)c(OC)c1	?
COc1ccc(Cl)cc1NC(=O)c1sc2nc3c(cc2c1N)CN(C)CC3	?
COc1ccc(-c2c(C)c3cc(OC(=O)N4CCOCC4)ccc3oc2=O)cc1OC	-5%
CC(=O)NCCc1ccccc1C	5%
Cc1c(C(=O)Nc2cccc(Cl)c2)oc2ccc(S(=O)(=O)N3CCCCCC3)cc12	-22%
CC(C)CC(=O)Nc1ccnn1C1CCN(C(=O)c2cc(-c3ccccc3)n[nH]2)CC1	4%
CCOC(=O)CCN(C)Cc1ccc(OC)c(OC)c1	14%
O=C(O)CCC(=O)N[C@H]1CO[C@H]2[C@@H]1OC[C@@H]2Nc1nccc(-c2ccco2)n1	32µM*
Cc1[nH]c2ccc(C(=O)N3CCC(C(=O)N4CCCCCC4)CC3)cc2c1C	17%
Cc1cccc(C(=O)N2CC[C@@H](NC(=O)c3cnccn3)[C@H](O)C2)n1	-24%
Cc1ccc(NC(=O)CN2C(=O)NC3(CCOCC3)C2=O)cc1C	2%
O=C1N[C@@H]2CCN(C(=O)COc3ccccc3)[C@@H]2C(=O)N1c1ccc(Oc2ccccc2)cc1	-18%
Cc1ccc(-c2cnc(SCC(=O)Nc3ccc(F)c(C)c3)o2)cc1C	-2%
CCN(CCNC(=O)CN1CC2CC(C1)[C@H]1CCCC(=O)N1C2)Cc1ccccc1 (stereo partly specified)	-19%
CNC(=O)c1cccc(NC(=O)CSCc2csc(-c3ccccc3)n2)c1	-10%
O=C(NC1CCCC1)c1ccc2c(c1)N(Cc1ccccc1)C(=O)c1ccccc1S2	-6%
CCOc1ccc(C(=O)N2C[C@@H](CO)[C@H](c3nc(C4CC4)no3)C2)cc1	3%

(further entries)
smiles	KDM5B inhibitor
O=C(CCc1nc(CN2CCN(S(=O)(=O)c3ccc(Br)cc3)CC2)no1)N1CCCCC1	21%
CCN1CCCC1CNC(=O)c1c(C)nn(-c2ccc(F)cc2)c1-n1cccc1 (stereo unspecified)	-1%
COc1ccc(C(=O)N2CCC3(CC2)CN[S+](=O)([O-])c2cccnc2O3)cc1	-20%[115 µM]
O=C(CC[C@H]1NC(=O)c2ccccc2NC1=O)Nc1nc2c(s1)CCC2	3%
O=C(c1cnn(-c2ccc(F)cc2)c1-n1cccc1)N1CCC2(CC1)OCCO2	-11%
CCc1ccccc1NCC(=O)Nc1ccc(C#N)cc1	15%
O=C(CCNS(=O)(=O)c1ccc2c(c1)CCCC(=O)N2)NCc1ccccc1Cl	-18%
COc1ccc(C(=O)NC2CC2)cc1OC1CCN(Cc2ccccc2O)CC1	10%
CCSc1ncc(Cl)c(C(=O)Nc2nnc(CC(C)C)s2)n1	21%
CN(C(=O)CCc1ccsc1)C1CCCN(CCc2ccccc2)C1 (stereo unspecified)	-15%
CCCCCCC(=O)N/N=C/c1ccc(C(C)C)cc1	-2%
O=C(NCc1nnc2cc(-c3nc(C4CC4)no3)ccn12)C1CC1	i
O=C(COc1ccccc1Cl)c1ccc2c(c1)N(CC(=O)N1CCCC1)C(=O)CO2	-13%
CCNC(=O)O[C@@H]1CO[C@H]2[C@@H]1OC[C@@H]2NS(=O)(=O)c1ccccc1C#N	-5%[86.2 µM]
CCCCN(C)C(=S)Nc1ccsc1C(=O)OC	26%
CN(C)c1nc2c(c(=O)[nH]1)CCN(C(=O)CCC1CCCC1)CC2	-28%
COc1ccccc1CNC(=O)c1nnn2cc(C)[nH]c(=O)c12	?
Cn1c(-c2ccccc2)csc1=N	4%
O=C(NCc1ccc(F)cc1)N(Cc1ccc(Cl)c(Cl)c1)Cc1ccccn1	5%
CCCN(CCC)C(=O)c1ccc2nc(C)c(C)nc2c1	5%
O=C(c1ccc(F)cc1)N1CCC2(CC1)OCC(C(=O)N1CCOCC1)N2C(=O)c1cccc(F)c1 (stereo unspecified)	-20%
CCC(CC)NC(=O)CCC1CCN(C(=O)c2ccccc2F)CC1	-6%
CCCn1c(C)cnc1C1CCN(C(=O)NC)C1 (stereo unspecified)	-19%
CCOc1cccc(-c2nc(C(=O)NCc3ccccc3)cs2)c1	?
Cc1ccc(CNC(=O)N2CCC(N3CC4CC(C3)[C@H]3CCCC(=O)N3C4)CC2)cc1 (stereo partly specified)	-19%

Ordered by length of the SMILES (rising): part of the list above
smiles	KDM5B inhibitor
Oc1ccccc1-c1nc(/C=C/c2ccccc2Cl)no1	-6%
COCC(=O)N[C@@H]1CN(Cc2ccc(F)cc2Cl)C[C@H]1CO	-15%
COc1ccc(/C(=N/OC(=O)c2ccc(Cl)cc2)c2nccc3cc(OC)c(OC)cc23)cc1OC	?

(next part)
smiles	KDM5B inhibitor
CCNC(=O)N1CCC(OC2CCN(S(C)(=O)=O)CC2)CC1	28%
NC(=O)c1cc(S(=O)(=O)N2CCCC2)ccc1OCC(=O)Nc1ccc(Oc2ccccc2)cc1	-24%
Cc1c(CN2CC(=O)N(CC(C)C)CC(OCc3ccccc3F)C2)c(=O)n(-c2ccccc2)n1C (stereo unspecified)	1%
Cc1nc2ccccc2nc1C	22%
O=C(NCc1ccc(F)cc1)N1CCC(c2noc(-c3ccccn3)n2)C1 (stereo unspecified)	-14%
COc1ccc(-c2noc(CN(C)S(=O)(=O)c3ccc(F)cc3)n2)cc1	4%
Cc1cc2nnc(SCC(=O)NCc3ccco3)n2c2ccccc12	-10%
Cc1cc(C)c(NC(=O)c2cc(=O)c3ccccc3o2)c(C)c1	7%
Cc1ccc(C(=O)NC(=S)NNC(=O)c2ccc(NC(=O)c3ccccc3)cc2)cc1	15%
C[N+](C)(CC#CCCCCCCC#CC[N+](C)(C)Cc1ccccc1)Cc1ccccc1	-10%
COCCN1CC(CO)C2(CCN(C3CCC3)CC2)C1 (stereo unspecified)	?
COc1cc(NC(=O)c2ccc(-c3ncn[nH]3)cc2)ccc1NC(=O)C(C)(C)C	16%
S=C(Nc1cc(Cl)cc(Cl)c1)NC1CCN(Cc2ccccc2)CC1	-19%
COCc1ccc(C(=O)N(C)CC2CCCN(CCc3ccc(Cl)cc3)C2)o1 (stereo unspecified)	-21%
N#Cc1ccc(NC(=O)COC(=O)c2ccc3ccccc3n2)cc1	-2%
O=C1Nc2ccc(-c3ccccc3F)cc2C(=O)N2CCN(C(=O)COc3ccccc3)C[C@H]12	?
C=CCNC(=O)c1nc(Cc2c[nH]c3ccccc23)no1	-4%
CCOc1ccccc1CNC(=O)c1cnc2sc(N(CC)CC)nn2c1=O	?
C=CCNC(=O)N1CC[C@H]2CC(=O)N(c3ccccc3)CC[C@H]2C1	-17%[86.2 µM]
CC(=O)N[C@@H]1CN(C(=O)c2[nH]c3c(C)ccc(C)c3c2C)C[C@H]1C(C)C	-4%

Filtered by structure: the entries above containing a cyano group
smiles	KDM5B inhibitor
CCc1ccccc1NC(=O)CN(C)C(=O)C1CCN(c2ccc(C#N)cn2)CC1	8%
CC(NCc1ccc(C#N)cc1)c1ccc(F)cc1F (stereo unspecified)	25%
N#Cc1cccc(C(=O)OC(c2ccccc2)c2ccccn2)c1 (stereo unspecified)	8%
COc1ccc2ccccc2c1/C=C(/C#N)C(=O)Nc1ccccc1C(F)(F)F	7%
CCc1ccccc1NCC(=O)Nc1ccc(C#N)cc1	15%
CCNC(=O)O[C@@H]1CO[C@H]2[C@@H]1OC[C@@H]2NS(=O)(=O)c1ccccc1C#N	-5%[86.2 µM]
N#Cc1ccc(NC(=O)COC(=O)c2ccc3ccccc3n2)cc1	-2%

This is a subset; count on the stated rates, not on these rows.
